All columns: NCI-60 one-dose screen, growth in % after 48 h at 10 µM unless noted; 100 = growth as untreated, 0 = no growth, -100 = all killed.
LOX IMVI – LOX IMVI melanoma | AID 1794757 | 79,000 tested, 7.4% active
HS 578T – HS 578T breast cancer. 78,000 tested, 4.1% active. AID 1794788
MCF7 – MCF7 breast cancer; 82,000 tested, 6.3% active; AID 1794796
UACC-62 – UACC-62 melanoma; 81,000 tested, 5.4% active; AID 1794756
MALME-3M – MALME-3M melanoma | 78,000 tested, 5.8% active
UACC-257 – UACC-257 melanoma. 78,000 tested, 4.4% active. AID 1794764
BT-549 – BT-549 breast cancer; 78,000 tested, 4.4% active
T-47D – T-47D breast cancer | AID 1794792 | 79,000 tested, 5% active
Starred values were filed as active, the others as inactive; . = no result given; & = joins results of further samples; [ ] = another dose, or the depositor's remark. How the source made its calls: active means growth percent below 10; inactive means the rest. The order is random. About 11% of those tested had a hit in this group.

Molecule | LOX IMVI | HS 578T | MCF7 | UACC-62 | MALME-3M | UACC-257 | BT-549 | T-47D
COc1ccc(/C=C/C(=O)c2ccc(NC(=O)CSc3nnc(-c4c[nH]c5ccccc45)n3-c3ccccc3)cc2)cc1 | 63 | 59 | 43 | 69 | 77 | 108 | 84 | 70
CCc1ccc(Nc2ncnc3c2cnn3-c2cccc(Br)c2)cc1 | 96 | 103 | 102 | 92 | 99 | 89 | 96 | .
Nc1nnc(CCSc2ccccc2)s1 | 97 | 91 | 84 | 84 | 89 | 96 | . | 95
CCN1C(=N)N(c2ccccc2)C(=O)C(CC)(CC)C1=O | 102 | 116 | 99 | 105 | 110 | 102 | 106 | 107
Clc1ccc(/C=N/c2nnc(-c3ccc(Cl)cc3)o2)cc1 | 95 | 103 | 97 | 96 | 105 | 103 | 94 | 98
N#CC1=C(N)Oc2cc3ccccc3cc2C1c1cc(=O)oc2ccc(Cl)cc12 (stereo unspecified) | 93 | 103 | 90 | 100 | 103 | 91 | 110 | 90
CCC1=CC2=NCC(C)C(=O)N2C=C1 (stereo unspecified) | 95 | 89 | 91 | 99 | 109 | 99 | 91 | 78
c1ccc2sc(SN3CCOCC3)nc2c1 | 84 | 96 | 91 | 86 | 89 | 97 | 104 | 57

By substructure, those above with two or more sulfur atoms (2)
Molecule | LOX IMVI | HS 578T | MCF7 | UACC-62 | MALME-3M | UACC-257 | BT-549 | T-47D
Nc1nnc(CCSc2ccccc2)s1 | 97 | 91 | 84 | 84 | 89 | 96 | . | 95
c1ccc2sc(SN3CCOCC3)nc2c1 | 84 | 96 | 91 | 86 | 89 | 97 | 104 | 57

Carrying on.
Molecule | LOX IMVI | HS 578T | MCF7 | UACC-62 | MALME-3M | UACC-257 | BT-549 | T-47D
CC/C(C)=N/Nc1nc(C)cc(=O)[nH]1 | 98 | 106 | 100 | 106 | 110 | 120 | 128 | 103
O=C1c2ccccc2C23C(=C(Br)c4ccccc42)CCCN13 (stereo unspecified) | 108 | 114 | 100 | 87 | 104 | 110 | 110 | 105
Cn1c2c(c(=O)n(C)c1=O)NC1(N2)C(=O)Nc2ccccc21 (stereo unspecified) | 90 | 147 | 73 | 90 | 109 | 93 | 86 | 66
Cc1ccc(NC(=O)Nc2ccc(Nc3ncnc4sc5c(c34)CCNC5)cc2)cc1Cl | 90 | . | 84 | 82 | 106 | 73 | 77 | 89
C[C@H]1[C@H](C)CC[C@]2(C(=O)N3CCN(C)CC3)CC[C@]3(C)C(=CC[C@@H]4[C@@]5(C)C/C(=C/c6ccco6)C(=O)C(C)(C)[C@@H]5CC[C@]43C)[C@H]12 | -6.2*[100 µM] | 53[100 µM] | 24[100 µM] | 33[100 µM] | 46[100 µM] | 23[100 µM] | 51[100 µM] | 20[100 µM]
O=c1c2ccccc2[nH]n1Cc1ccc2c(c1)OCO2 | 111 | 103 | 91 | 100 | 100 | 97 | 107 | 89
O=C(/C=C1\C=CN(CCCCCCO)c2ccccc21)n1ccc2ccccc21 | 99 | 105 | 85 | 82 | 95 | 99 | . | 83
COc1ccc(/C=N/Nc2ccnc3cc(Cl)ccc23)cc1Cl | -35* | -54* | -12* | -86* | -78* | -84* | -80* | -62*
O=C1CN(CCN2CC(=O)N(CN3CCOCC3)C(=O)C2)CC(=O)N1CN1CCOCC1 | 86 | 119 | 101 | 91 | 121 | 110 | 107 | 88
C=C1CCOC12c1cccc(OC)c1-c1cc(OC)c(OC)c(OC)c12 (stereo unspecified) | 100 | 88 | 99 | 95 | 99 | 105 | 105 | 91
O=C1c2ccccc2C(=O)c2c(NCCN=Cc3ccccc3O)cccc21 | 21 | 43 | 32 | 63 | 80 | -14* | 73 | 64
CCCCCCCCC(=O)OCCCC1CCCO1 (stereo unspecified) | 100 | 100 | 93 | 104 | 100 | 93 | . | 81
OC1CCC(Cn2c(C(F)(F)F)cc3c(Cl)ncnc32)CC1 (stereo unspecified) | -98* | -36* | 91 | -53* | 79 | 9.1* | -38* | 82
O=C1CCCCCN1 | 98 | 91 | 97 | 99 | 101 | . | 117 | 100
COc1ccccc1N1CCN(CC(O)COc2c(Br)c(Br)c(Br)c3c2OC(C)(C)C3)CC1 (stereo unspecified) | 19 | 67 | 27 | 57 | 67 | 97 | 99 | 40
CCC(=O)NO[C@@]1(C)/C=C/[C@H](C(C)C)CC/C(C)=C/CC/C(C)=C/[C@H](O)C1 | 93 | 70 | 96 | 94 | 83 | 94 | 87 | .
COC(=O)C[C@](O)(CCC(C)C)C(=O)O[C@@H]1C(OC)=C[C@]23CCC(=O)N2CCc2cc4c(cc2[C@H]13)OCO4 | 95 | 95 | 98 | 93 | 99 | 105 | 105 | 97
CCOC(=O)C1CSC(C)(C(=O)OCC)N1 (stereo unspecified) | 98 | 112 | 93 | 105 | 98 | 111 | . | 100
Cc1cc(C(c2ccc(Nc3ccccc3)cc2)c2ccc(Nc3ccccc3)cc2)ccc1Nc1ccccc1 | 63 | 97 | 47 | 59 | 104 | 90 | 90 | 64
Ic1ccc2c(c1)C1c3ccccc3C2c2ccccc21 | 87 | . | 87 | 76 | 89 | 96 | 103 | 84
CCOC(=O)C(=CNC(=S)Nc1c(CC)cccc1C(C)(C)C)C(=O)OCC | 93 | 100 | 91 | 89 | 82 | 97 | 106 | 77
N#Cc1c2c(nc3n[nH]c(N)c13)CCCC2 | 102 | 117 | 110 | 101 | 115 | 101 | 130 | 98
CCCCSc1nc(Nc2ccc(C(C)=O)cc2)c(C#N)c(-c2ccc(OC)cc2)n1 | 40 | 66 | 65 | 96 | 77 | 104 | 75 | 64
COc1cc(/C=C/C(=O)N2CCC=CC2=O)cc(OC)c1OC | 10 | 85 | 15 | 41 | 10 | 66 | 58 | 26
O=C(O)c1cccc([N+](=O)[O-])c1/C=C/c1cccs1 | 108 | 94 | 104 | 98 | 100 | 100 | 94 | 96
Clc1ccc2c(c1)C(N1CCNCC1)=Nc1ccccc1O2 | 39 | 61 | 29 | 30 | 2.7* | -18* | 73 | 35
CC(=N)N | 109 | 104 | 110 | 107 | 97 | 98 | . | 117
CCOC(=O)C1CCCNC1=O (stereo unspecified) | . | . | 107 | 110 | 122 | 115 | 113 | 115
O=S(=O)(Nc1ccc(F)c(F)c1)c1ccc(-c2ccc(F)cc2F)cc1 | 93 | 89 | 69 | 79 | 100 | 89 | 88 | 60
CC(C)(C)NC(C1=CC(C)(C)c2ccccc2C1=O)c1ccccc1 (stereo unspecified) | -66* | 46 | -64* | -23* | -43* | -59* | -33* | -72*
Cc1ccc2sc3c(NCc4ccccc4)nc4ccccc4c3c(=O)c2c1 | 96 | 104 | 77 | 85 | 97 | 96 | 96 | 81
COc1ccc(N)cc1C(=O)Nc1cccc(C2CC(=O)c3c(cc(OC)c(OC)c3OC)O2)c1 (stereo unspecified) | . | 103 | 45 | 73 | 76 | 104 | 45 | 42
COc1ccccc1C(=O)/C=C/c1ccccc1 | 76 | . | 29 | 85 | 99 | 93 | 78 | 81
COc1cccc2c1C(CCCC(=O)O)CCC2 (stereo unspecified) | 110 | . | 96 | 92 | 106 | 108 | 100 | 104
Cc1[nH]c(N)nc(=S)c1Br | 98 | 103 | 97 | 105 | 97 | 110 | 103 | 118
C=CCC(O)c1ccc(C(C)C)cc1 (stereo unspecified) | 98 | 120 | 95 | 103 | 113 | 112 | 93 | 103
O=[N+]([O-])c1ccc2c(c1)Cc1cc(F)ccc1-2 | 103 | 96 | 84 | 85 | 109 | 87 | 105 | 94
CCS(N)(=O)=O | 91 | 103 | 110 | 99 | 107 | 112 | . | 88
O=C(Nc1ccccc1-c1nc2ccccc2s1)c1ccno1 | 59 | 97 | 33 | 79 | 109 | 107 | 92 | 58
COc1cccc2c(=O)c3c(sc12)c(N1CCN(C(=O)OC(C)(C)C)CC1)nc1ccccc13 | 98 | 82 | 15 | 89 | 92 | 101 | 90 | 91

3 compounds out of the list, sorted by molecular weight, descending:
Molecule | LOX IMVI | HS 578T | MCF7 | UACC-62 | MALME-3M | UACC-257 | BT-549 | T-47D
COc1cccc2c1C(CCCC(=O)O)CCC2 (stereo unspecified) | 110 | . | 96 | 92 | 106 | 108 | 100 | 104
COc1ccccc1C(=O)/C=C/c1ccccc1 | 76 | . | 29 | 85 | 99 | 93 | 78 | 81
Cc1[nH]c(N)nc(=S)c1Br | 98 | 103 | 97 | 105 | 97 | 110 | 103 | 118

(cont.)
Molecule | LOX IMVI | HS 578T | MCF7 | UACC-62 | MALME-3M | UACC-257 | BT-549 | T-47D
C=C(C)[C@@H]1CC[C@]2(C(=O)OC)CC[C@]3(C)[C@H](CC[C@@H]4[C@@]5(C)C/C(=C/NC(N)=S)C(=O)C(C)(C)[C@@H]5CC[C@]43C)[C@@H]12 | 90 | 92 | 81 | 87 | 119 | 100 | 126 | 61
NCCCNc1nc2ccccc2c2c(=O)c3cc(F)ccc3sc12 | -92* | 35 | -70* | -76* | 77 | 68 | 81 | -39*
COc1ccc(-c2[nH]c(=S)n(C(CC3(C)NCC(=O)N3n3c(-c4ccccc4)cc(C)nc3=S)c3ccc(OC)cc3)c(=O)c2Br)cc1 (stereo unspecified) | 41 | 41 | 17 | 51 | 90 | 89 | . | 23
Clc1ccc(Nc2nc(Nc3ccccc3)nc(Nc3ccc(-c4cc(-c5ccccc5)on4)cc3)n2)cc1 | 78 | 74 | 60 | 71 | 103 | 87 | 85 | 67
COc1ccccc1/C=C/C=N/N1C(=O)NC2C1N(C)C(=S)N2C (stereo unspecified) | 95 | 89 | 69 | 80 | 94 | 105 | 106 | 89
COc1cc2cncc(Cc3ccccc3)c2cc1O | 99 | 119 | 106 | 104 | . | 105 | 105 | 96
Brc1ccc(-c2cc(-c3ccccn3)[nH]n2)cc1 | 103 | . | 84 | 104 | 110 | 108 | 95 | 86
O=C1C(Br)=C(Br)C(=O)c2c1nc1n2CCCC1 | 88 | 109 | 81 | 101 | 89 | 100 | 100 | 80
Cc1ccc(C(C)C)cc1NC(=O)c1ccccc1N(C)C | 87 | 110 | 83 | 63 | 88 | 86 | 102 | 57
COc1ccc(-c2c(C#N)c(-c3ccco3)nc3c2c(-c2ccccc2)nn3-c2ccccc2)cc1 | 96 | 104 | 90 | 93 | 104 | 104 | 108 | 93
CN[C@]12CC3(C=CC(=O)C=C3)O[C@@]1(Cc1ccc(OC)cc1)N(C)C(=O)N2 | -50* | 97 | 23 | -43* | 11 | 41 | 41 | 17
Nc1c(C(=O)O)cc(Cl)cc1S(=O)(=O)O | 94 | . | 89 | 103 | 104 | 96 | 109 | 109
O=C(Oc1ccc(-c2ccc(Br)cc2)cc1)c1ccco1 | 90 | 96 | 122 | 94 | 107 | 96 | 110 | 99
Nc1nc(-c2ccccc2)c(N=Nc2cccc([N+](=O)[O-])c2)s1 | 57 | 72 | 68 | 73 | 81 | 100 | 73 | 82
C[n+]1ccccc1C=O | 108 | 116 | 91 | 97 | 105 | 103 | 105 | 101
O=[N+]([O-])c1ccccc1N(S(=O)(=O)c1ccccc1)S(=O)(=O)c1ccccc1 | 85&99 | 113 | 127 | 66&76 | 109&120 | 92&86 | 106 | 93&105

Results in MCF7, HS 578T and UACC-257 (5 entries from above):
molecule | MCF7 | HS 578T | UACC-257
Cc1ccc(C(C)C)cc1NC(=O)c1ccccc1N(C)C | 83 | 110 | 86
COc1ccc(-c2c(C#N)c(-c3ccco3)nc3c2c(-c2ccccc2)nn3-c2ccccc2)cc1 | 90 | 104 | 104
CN[C@]12CC3(C=CC(=O)C=C3)O[C@@]1(Cc1ccc(OC)cc1)N(C)C(=O)N2 | 23 | 97 | 41
Nc1c(C(=O)O)cc(Cl)cc1S(=O)(=O)O | 89 | . | 96
O=C(Oc1ccc(-c2ccc(Br)cc2)cc1)c1ccco1 | 122 | 96 | 96

(list continues)
Molecule | LOX IMVI | HS 578T | MCF7 | UACC-62 | MALME-3M | UACC-257 | BT-549 | T-47D
NNc1cc2c(nn1)CCN(C(=O)c1ccccc1)C2 | 100 | 109 | 95 | 99 | 108 | 105 | 110 | 98
O=C(CC(c1ccccc1)c1ccccc1)CC(c1ccccc1)c1ccccc1 | 70 | . | 111 | 81 | 110 | 72 | 110 | 89
O=C1NC(=O)C(=Cc2cn(CCCn3cc(C=C4C(=O)NC(=O)NC4=O)c4ccccc43)c3ccccc23)C(=O)N1 | 96 | 103 | 98 | 105 | 100 | 98 | 98 | 79
CC(C)NCC(O)COc1cccc2[nH]ccc12 (stereo unspecified) | 99 | 124 | 103 | . | . | 117 | 100 | 98
CCOC(=O)C1=CSC2=NC3=C(CCCC/C3=C\c3cc(OC)c(OC)c(OC)c3)C(c3cc(OC)c(OC)c(OC)c3)N12 (stereo unspecified) | 81 | 89 | 70 | 57 | 52 | 55 | 71 | 47
O=[N+]([O-])c1ccc(/C=C/c2nc(Nc3ccc(Cl)cc3)c3ccccc3n2)cc1 | 63 | 81 | 47 | 57 | 86 | 89 | 106 | 82
Cc1ccc(CCO)cc1 | 89 | 105 | 94 | 99 | 105 | . | 117 | 92
O=S(=O)(O)CCCS(=O)(=O)O | 106 | 115 | 103 | 110 | 119 | 112 | 103 | 85
COc1ccc2cc(C(C)c3nnc(NC4CCCCC4)o3)ccc2c1 (stereo unspecified) | 83 | 107 | 103 | 84 | 135 | . | . | 83
CCN1C(=O)/C(=C/N2N=C(c3ccc(Cl)cc3)CC2c2ccc(OC)cc2)SC1=S (stereo unspecified) | 84 | 95 | 82 | 71 | 108 | 89 | 85 | 70
COc1ccc(NC(=O)c2ccccc2-c2ccccc2)c(C(N)=O)c1 | 37 | 39 | 26 | 56 | 34 | 50 | . | 34
O=C(OC(c1ccccc1)C(OC(=O)c1ccccc1)c1ccccc1)c1ccccc1 (stereo unspecified) | 96 | 102 | 103 | 98 | 96 | 87 | 109 | 96
Cc1ccc(S(=O)(=O)NCCNc2nccc(-n3ccc4cccnc43)n2)cc1 | 100 | 94 | 104 | 86 | 103 | 98 | . | 80
